FXN GAA850 act: increases GAA850 frataxin promoter reporter activity | activation, % at 6 µM | actives 0.56% (n = 360,000) | HEK293 lucGAA850 FXN promoter luciferase reporter, 24 h; percent of 10 µM SAHA response | AID 540364;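 active means activation above the average of all compounds screened plus 3 SD, cutoff fixed separately per campaign, cut at about 7.5% in these data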;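 further: 0% = DMSO wells and 100% = 10 µM SAHA wells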
HGIII-sPLA2 inh: Inhibits HGIII-sPLA2 liposome hydrolysis, primary screen. inhibition, % at 12.2 µM. actives 0.56% (n = 370,000). Q9NZ20. AID 743126. QFRET BODIPY PC-A2 liposome hydrolysis, fluorescence;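 active means inhibition above mean plus 3 SD of compounds lying within the high and low control bounds, cut at about 19% in these data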;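 further: 0% = median of test compound wells and 100% = no enzyme DMSO wells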
DAX1 inh-1: NR0B1 (DAX1) inhibition; P51843; HEK293 Gal4-DAX1 luciferase reporter, luminescence; inhibition, % at 6.75 µM; actives 0.99% (n = 340,000); AID 504766;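 active means inhibition above the mean over all tested compounds plus 3 SD, cut at about 4.2% in these data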;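 further: 0% = DAX1-transfected cells with DMSO and 100% = empty-vector control cells with DMSO; inhibition shows as a rise in luminescence from relieved DAX1 repression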
GC-A act: GC-A (human) enzyme activation | AID 1671463 | P16066 | activation, % at 10 µM | actives 0.14% (n = 370,000) | HEK293 GC-A cells, cGMP TR-FRET, EC30 ANP; 0% at EC30 ANP, 100% saturating ANP; in the data active means activation above about 40%
Target sequence (P16066 whole entry, looked up): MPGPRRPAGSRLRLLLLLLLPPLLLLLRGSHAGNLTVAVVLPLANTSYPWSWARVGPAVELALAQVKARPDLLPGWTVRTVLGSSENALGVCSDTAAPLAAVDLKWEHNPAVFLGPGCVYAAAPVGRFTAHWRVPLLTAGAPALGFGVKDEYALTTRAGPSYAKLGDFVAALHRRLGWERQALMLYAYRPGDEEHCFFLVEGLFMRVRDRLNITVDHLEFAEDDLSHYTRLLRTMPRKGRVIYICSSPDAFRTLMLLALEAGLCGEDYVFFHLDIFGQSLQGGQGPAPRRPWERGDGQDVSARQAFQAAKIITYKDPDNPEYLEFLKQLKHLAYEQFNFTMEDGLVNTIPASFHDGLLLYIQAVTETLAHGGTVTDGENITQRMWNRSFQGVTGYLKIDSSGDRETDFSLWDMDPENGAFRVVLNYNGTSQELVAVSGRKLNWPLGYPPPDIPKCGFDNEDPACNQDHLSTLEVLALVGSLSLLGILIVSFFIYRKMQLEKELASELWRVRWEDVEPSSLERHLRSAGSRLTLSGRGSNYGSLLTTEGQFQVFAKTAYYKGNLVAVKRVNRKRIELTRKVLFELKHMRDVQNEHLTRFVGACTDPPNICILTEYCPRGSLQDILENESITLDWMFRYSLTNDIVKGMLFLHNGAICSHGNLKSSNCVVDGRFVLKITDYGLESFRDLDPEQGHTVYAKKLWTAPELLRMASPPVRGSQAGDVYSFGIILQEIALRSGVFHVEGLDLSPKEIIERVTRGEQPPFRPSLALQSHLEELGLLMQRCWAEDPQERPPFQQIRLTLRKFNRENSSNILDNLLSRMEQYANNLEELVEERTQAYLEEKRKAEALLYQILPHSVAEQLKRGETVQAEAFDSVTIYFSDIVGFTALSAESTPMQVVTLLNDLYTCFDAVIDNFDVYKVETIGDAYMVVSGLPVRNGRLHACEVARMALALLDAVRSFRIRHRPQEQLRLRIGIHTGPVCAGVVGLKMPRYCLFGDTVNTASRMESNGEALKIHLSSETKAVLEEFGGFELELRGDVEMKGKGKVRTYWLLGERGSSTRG
hcDAF12 agonist: activators of H. contortus DAF-12 nuclear receptor. HEK293 hcDAF-12 lit1-tk-luc reporter, luminescence; 0% DMSO, 100% Δ7-dafachronic acid. actives 1.4% (n = 370,000). activation, % at 6.8 µM;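 active means activation above the mean of all tested compounds plus 3 SD, cut at about 5.5% in these data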;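 further: 100% = response to 3 µM Δ7-dafachronic acid high control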
KLK7 zymogen act: activators of human kallikrein-7 zymogen. P49862. purified proKLK7, EDANS-DABCYL substrate fluorescence; 100% is mature enzyme control, 0% vehicle. activation, % at 7 µM. actives 0.9% (n = 370,000). AID 652039;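 active means activation above the mean of all tested compounds plus 3 SD, computed per campaign excluding outliers beyond control limits, cut at about 13% in these data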
SMARCA2 activ: SMARCA2 function activation, primary screen. AID 652017. activation, % at 9.1 µM. actives 1% (n = 370,000). MG213 cells, MMTV-luciferase reporter, dexamethasone, overnight; in the data active means activation above about 7.8%;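 further: 0% = vehicle wells and 100% = reference activator wells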
DAX1 inh-2: DAX1 (NR0B1) inhibition, primary screen. HEK293T StAR-luciferase reporter, SF-1/DAX-1 repression relief. inhibition, % at 6.8 µM. actives 1.1% (n = 370,000). AID 652010;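 active means inhibition above the mean over all tested compounds plus 3 SD, cut at about 3.6% in these data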;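 further: 0% = DAX-1 cells with DMSO and 100% = cells lacking DAX-1 with DMSO; higher inhibition means more luminescence from relief of DAX-1 repression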
hgDAF12 agonist: hgDAF-12 agonism, primary luciferase screen | HEK293 GAL4-hgDAF12 UAS-luciferase reporter, agonist luminescence; normalized to butyrate control | activation, % at 6.8 µM | actives 1.8% (n = 370,000) | AID 687014;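 active means activation above a cutoff set at the mean of all screened compounds plus 3 SD, cut at about 10% in these data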;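 further: 0% = DMSO wells and 100% = sodium butyrate wells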
ssDAF12 agonist: activates DAF-12 receptor from parasite S. stercoralis. AID 652126. actives 1% (n = 370,000). HEK293 ssDAF-12/GRIP1 lit1-tk-luc reporter, luminescence; % of 3 µM dafachronic acid response. activation, % at 6.8 µM;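 active means activation above the mean over all tested compounds plus 3 SD, cut at about 0.9% in these data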;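 further: 0% = DMSO-only wells and 100% = 3 µM delta7-dafachronic acid wells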
GC-B act: GC-B (human) receptor activation. P20594. HEK293-GC-B cells, CNP EC30, cGMP TR-FRET; 0% at EC30 CNP, 100% saturating CNP. activation, % at 10 µM. actives 0.11% (n = 370,000). AID 1920062;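 active means activation at 10 µM reaching about 35% in either raw or pattern-adjusted values, limit read from the data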
* = called active by the depositor; . = not tested or not shown. Rows are unselected, and some 6.7% of all compounds hit somewhere here.

The line under a structure holds: FXN GAA850 act	HGIII-sPLA2 inh	DAX1 inh-1	GC-A act	hcDAF12 agonist	KLK7 zymogen act	SMARCA2 activ	DAX1 inh-2	hgDAF12 agonist	ssDAF12 agonist	GC-B act
Cc1ccc(C)c(OCCn2nnc3ccccc32)c1
 : 3.2	-3	2.2	-8	-1.9	-0.3	2	0.1	1.9	-1.0	0
Cc1oc(C(C)(C)C)cc1C(=O)Nc1ccc(C(=O)O)cc1
 : 4.7	-11	1.9	5	2.6	0.8	4	1.4	7.0	-0.9	2
COc1cccc(CNC(=O)[C@H]2CCCN2C(=O)[C@H]2CCCN2C(=O)c2ccc(F)c(F)c2)c1
 : .	0	.	6	0.9	-0.1	-2	0.2	-0.6	-0.9	-3
CN1C(=O)C2(c3ccccc31)N(C)CC(c1ccccn1)C21SC(=S)N(Cc2ccco2)C1=O (stereo not given)
 : -6.1	6	1.3	-48	1.3	1.7	-2	-0.8	0.1	-1.1	-15
CCC(C)(C)n1nnnc1CN(Cc1cc2cc(OC)c(OC)cc2[nH]c1=O)C1CCCC1
 : 2.5	1	0.4	0	-1.2	16*	1	0.2	0.3	-1.6	-10
COc1ccc(CNC(=O)COC(=O)/C=C/c2cccc(Br)c2)cc1OC
 : 1.5	1	1.6	1	-1.7	0.3	-3	0.0	2.1	-1.1	2
Cc1ccc(-n2c(CNc3cccc(Cl)c3)n[nH]c2=S)cc1
 : 2.4	0	0.1	1	-1.0	0.7	0	-0.1	-4.9	-1.6	1
COc1ccc(C(=O)Nc2ccc(-c3nnn(CC(=O)N4CCN(C(=O)c5ccco5)CC4)n3)cc2)cc1
 : -1.4	-4	-1.2	-2	1.2	0.6	-4	-1.1	3.1	-0.8	0
Cc1ccc(CCNC(=O)NC(C)(C)C)cc1
 : 0.7	2	2.1	8	2.0	0.3	1	1.4	7.4	0.7	0
Cc1ccc(N=C2SC(C(=O)NCCc3ccccc3)CC(=O)N2C)cc1C (stereo not given)
 : -0.1	-12	0.7	-2	-0.3	0.6	-2	-0.8	0.8	-0.7	-3
CN(CC(=O)Nc1ccc(F)cc1)C(=O)c1ccc(-c2ccc(F)cc2)o1
 : -1.4	-11	-0.8	-7	-1.4	0.3	-3	-1.1	-0.1	-0.9	-1
CCOc1ccc2[nH]c(=O)c(CN(Cc3ccccc3OC)C(=O)c3ccccc3)cc2c1
 : -6.1	1	0.1	-22	-0.2	-0.9	0	-0.9	-0.4	-1.2	-14
FC(F)(F)c1cc(Cl)c2nc(-c3cccc(Cl)c3)c(Cc3cccc(Cl)c3)n2c1
 : .	-4	.	-11	2.3	-0.2	-4	-0.3	-0.8	0.2	-3
CN1CCN(C(=S)c2cn(Cc3ccc(Br)cc3)c3ccccc23)CC1
 : 3.4	5	-0.1	-12	0.5	0.3	-3	-1.6	-0.3	-2.2	-3
COC(=O)[C@]12CCCCC=C1N(CCC1=CCCCC1)C(=O)[C@H](CC(=O)N1CCOCC1)C2
 : .	-4	.	-2	0.4	0.4	0	0.0	-3.2	-1.2	1
COc1ccc(CCNC(=O)CCS(=O)(=O)c2ccc3c(c2)NC(=O)C(C)S3)cc1OC (stereo not given)
 : -2.6	-6	0.2	2	-2.6	0.5	-1	-0.2	3.0	-1.3	-3
O=C(COC(=O)CN1C(=O)NC2(CCCC2)C1=O)Nc1c(Cl)cccc1C(F)(F)F
 : -0.2	1	1.9	2	1.1	0.1	0	1.1	1.4	0.1	2
CC1Cc2ccccc2N1C(=O)CN1CCN(Cc2ccccc2)CC1 (stereo not given)
 : 1.3	7	0.6	0	-1.1	0.1	-4	0.4	-1.1	-0.5	-1
Cc1cc(CNC(=O)COC(=O)Cn2[nH]c(=O)c3ccccc3c2=O)cc(C)c1O
 : 0.6	8	0.0	1	1.7	-0.1	-2	-1.0	0.9	-1.0	-3
NC(=O)C1(N2CCCCC2)CCN(c2ccc3nnc(-c4ccccc4)n3n2)CC1
 : 1.1	-5	0.2	-2	-3.1	0.3	-2	0.1	0.3	-2.0	8

4 structures already listed, sorted by length of the SMILES, falling:
The line under a structure holds: FXN GAA850 act	HGIII-sPLA2 inh	DAX1 inh-1	GC-A act	hcDAF12 agonist	KLK7 zymogen act	SMARCA2 activ	DAX1 inh-2	hgDAF12 agonist	ssDAF12 agonist	GC-B act
FC(F)(F)c1cc(Cl)c2nc(-c3cccc(Cl)c3)c(Cc3cccc(Cl)c3)n2c1
 : .	-4	.	-11	2.3	-0.2	-4	-0.3	-0.8	0.2	-3
CCOc1ccc2[nH]c(=O)c(CN(Cc3ccccc3OC)C(=O)c3ccccc3)cc2c1
 : -6.1	1	0.1	-22	-0.2	-0.9	0	-0.9	-0.4	-1.2	-14
Cc1cc(CNC(=O)COC(=O)Cn2[nH]c(=O)c3ccccc3c2=O)cc(C)c1O
 : 0.6	8	0.0	1	1.7	-0.1	-2	-1.0	0.9	-1.0	-3
CN(CC(=O)Nc1ccc(F)cc1)C(=O)c1ccc(-c2ccc(F)cc2)o1
 : -1.4	-11	-0.8	-7	-1.4	0.3	-3	-1.1	-0.1	-0.9	-1

(listing goes on)
The line under a structure holds: FXN GAA850 act	HGIII-sPLA2 inh	DAX1 inh-1	GC-A act	hcDAF12 agonist	KLK7 zymogen act	SMARCA2 activ	DAX1 inh-2	hgDAF12 agonist	ssDAF12 agonist	GC-B act
CCOC(=O)c1ccccc1NC(=O)COc1coc(CN2CCc3ccccc32)cc1=O
 : 2.0	-9	-1.4	-1	0.1	0.4	-3	-0.2	0.5	-1.1	4
Cc1cc(NC(=O)CC2(CC(=O)O)CCCC2)n(C)n1
 : 1.0	-2	-0.5	2	-0.5	0.7	-1	-0.5	2.4	-1.9	5
CCc1ccc(CN2C(=O)CCC2(C)C(=O)NC2CCCC2)cc1 (stereo not given)
 : 1.0	6	0.1	0	-1.4	0.4	-2	-0.7	-3.1	-1.9	-1
CC(C)=CCN1CCN(Cc2ccc(Sc3nncn3C)o2)CC1CCO (stereo not given)
 : 1.8	1	-1.1	2	0.5	-0.5	1	-0.6	2.0	-1.0	-5
O=C(O)CCCC(=O)Nc1ccccc1Oc1ccccc1
 : 0.6	0	-0.1	3	-1.3	0.2	2	0.4	-1.4	-0.7	-2
CCN1CCc2c(sc(NC(=O)c3ccc(S(=O)(=O)N4CC(C)OC(C)C4)cc3)c2C(N)=O)C1 (stereo not given)
 : 0.5	-9	-0.8	0	-1.4	-430	1	4.8*	2.5	-1.3	-3
O=C(N/N=C\c1ccc(Cl)s1)c1cccs1
 : 3.8	-4	0.3	-3	1.3	0.0	1	1.5	10	-1.0	-8
COc1ccc(NC(=S)Nc2ccccc2SC)c(OC)c1
 : 1.8	14	2.2	-4	1.7	0.2	-6	0.3	5.8	0.5	4
COc1ccc([N+](=O)[O-])cc1CN1CCN(c2ncc(Cc3ccccc3)cn2)CC1
 : .	-5	.	-1	-0.9	0.8	-5	-1.0	2.4	-1.2	-7
N#CC1(Cc2ccccc2Cl)c2ccccc2C=CN1C(=O)c1ccccc1 (stereo not given)
 : 0.4	-14	0.0	-5	1.3	-4.7	-3	0.0	5.3	0.0	-1
Cc1c(Cl)c([N+](=O)[O-])nn1CCCC(=O)N1CCN(c2ccccc2)CC1
 : -2.3	5	-0.6	-5	-1.9	-0.2	-1	0.0	-4.2	-1.8	1
O=C(CN1CCN(S(=O)(=O)N2CCCCC2)CC1)Nc1ccc(Cl)c(Cl)c1
 : -0.6	-13	0.7	-4	0.9	0.5	-5	-0.9	-0.6	-1.3	-2
O=C1CCCN2N=C(SCC(=O)Nc3cccc(C(F)(F)F)c3)SC2=N1
 : -2.8	-8	-3.8	0	-5.0	0.1	-5	-1.2	-3.9	-2.1	3
CCCCOC(=O)c1ccc(Nc2ncnc3nc[nH]c23)cc1
 : 4.0	-7	0.6	2	-2.0	0.6	0	0.5	4.8	-0.9	-13
Cc1ccccc1CN(C)C(=O)c1ccc2ccccc2n1
 : 0.6	-7	1.0	-2	4.0	0.2	2	0.3	4.4	-0.4	3
Cc1ccc(C(C(=O)NC2CCCC2)N(Cc2ccc(F)cc2)C(=O)c2snc(C(N)=O)c2N)o1 (stereo not given)
 : 1.0	-17	-1.4	-31	-1.7	-2.0	-2	-0.4	-3.4	-1.1	-13
CCOc1ccc(CCNC(=O)c2ccc(S(=O)(=O)N3CCCC3)cc2)cc1OCC
 : -0.1	-1	-1.7	3	-0.5	-0.5	-3	-0.6	-1.9	-1.4	-2
O=C(NCc1ccc(Cl)cc1)c1ccc2c(=O)n(CC3CCCO3)c(=S)[nH]c2c1 (stereo not given)
 : -1.7	0	0.5	-2	-1.1	0.3	-3	0.1	2.0	-1.5	-4
CCOC(=O)N1CCc2c(sc3ncn(Cc4ccc(F)cc4)c(=O)c23)C1
 : 0.2	-2	0.4	1	-0.3	0.6	0	-0.2	-2.3	-2.1	-1
CCc1nc2ccc(C(=O)NCCCN3CCN(c4ccc(F)cc4)CC3)cc2nc1CC
 : -0.6	-6	-2.4	6	-2.7	-0.2	-3	-0.3	-2.2	-1.4	6
Cc1ccc(S(=O)(=O)Nc2ccc3cn[nH]c3c2)c(C)c1
 : 1.3	-35	0.6	-4	5.4	-0.1	-4	-0.8	-2.4	-0.5	-7
COc1ccc(S(=O)(=O)CCC(=O)NCc2ccc(C)o2)cc1
 : 0.2	2	2.3	-4	0.5	-0.4	7	0.3	-1.1	-1.3	-6
CCOC(=O)c1c(NC(=O)CSc2nnc(CNc3ccc(F)cc3)o2)sc(C(C)=O)c1C
 : -0.2	-10	-0.7	-3	-1.3	0.0	1	-1.4	-3.3	-0.7	-2
Cn1c2c(c(=O)n(C)c1=O)C(NS(=O)(=O)c1ccc(Cl)cc1)(C(F)(F)F)C(=O)N2 (stereo not given)
 : 1.7	3	-0.9	10	-1.3	-0.4	-1	1.7	0.4	-0.8	2
Cc1cc2c3c([nH]c2cc1S(=O)(=O)N1CCC2(CC1)OCCO2)CCCC3=O
 : -1.7	0	-0.9	-1	-3.5	0.0	-3	-5.2	-5.0	-1.8	3
Cc1nc(C)n(CC(=O)N2CCCC(C(=O)c3ccc(Cl)cc3C)C2)n1 (stereo not given)
 : -0.6	-2	2.4	1	-2.2	0.7	5	-0.9	-1.8	-1.4	3
CCOC(=O)[C@]12CCCC=C1N(CCc1ccc(OC)c(OC)c1)C(=O)[C@H](CC(=O)NCC13CC4CC(CC(C4)C1)C3)C2
 : .	-10	.	1	-1.5	-0.1	0	0.6	5.0	-1.4	-3
COCCCN1C(=O)[C@H](CC(=O)N2CCOCC2)[C@]2(C(=O)OC)CCCCC=C12
 : .	3	.	3	0.1	0.2	-2	0.0	-2.3	-0.7	1
CCOC(=O)N1CCN(c2c(NCCN3CCN(Cc4ccccc4)CC3)c(=O)c2=O)CC1
 : 3.8	3	0.2	2	-0.3	-0.3	1	1.4	-0.7	-1.4	4

Entries listed so far shown as hits in KLK7 zymogen act.
canonical_smiles,HGIII-sPLA2 inh,DAX1 inh-1,GC-A act,hcDAF12 agonist,KLK7 zymogen act,SMARCA2 activ,DAX1 inh-2,ssDAF12 agonist,GC-B act
CCC(C)(C)n1nnnc1CN(Cc1cc2cc(OC)c(OC)cc2[nH]c1=O)C1CCCC1,1,0.4,0,-1.2,16*,1,0.2,-1.6,-10

Compound activity as filed in PubChem BioAssay.
